SMN2 splice enh: qHTS Assay for Enhancers of SMN2 Splice Variant Expression | Potency, µM (series often up to 46.1 µM), for the others: top-dose activity change, positive = activation, actives largely listed as activators | 2.8% of 210,000 active | AID 1458, 2008 | HEK293 SMN2-luciferase splicing reporter, luminescence, 30-36 h; also: % of control where 0% means no effect; nearly all actives have a fitted effect of over 55% in size
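HEK293 cells carry an SMN2 […]–luciferase reporter in which exon 7 inclusion puts luciferase in frame. Cells were plated 10-12 h before compound addition, then incubated 30-36 h at 37C. ONE-Glo luminescence was read; sodium butyrate at 4.5 mM final served as control.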
Luc counter: Counterscreen for Luciferase (Kinase-Glo TM) Inhibition; Luciferin 4-monooxygenase (Photuris pensylvanica), Q27757; 0.28% of 200,000 active; Kinase-Glo luciferase, ATP luminescence, 8 min; AID 1379, 2008; Potency, µM (doses to about 38.3 µM), without a hit: at the top dose activity change, negative = inhibition, usual class: inhibitors; also: % is scaled to controls: 0 for no effect and ±100 for the full control effect; nearly all actives have a fitted effect of over 60% in size
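Compounds were added to a substrate mix at pH 7.2 (50 mM imidazole, 10 uM ATP, within the enzyme's linear range), followed by Kinase-Glo detection reagent; luminescence was measured after 8 minutes at ambient temperature.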
ALDH1A1 inh: qHTS Assay for Inhibitors of Aldehyde Dehydrogenase 1 (ALDH1A1) | Aldehyde dehydrogenase 1A1 (Homo sapiens), P00352 | Purified ALDH1A1, NADH fluorescence, propionaldehyde substrate | Potency, µM (top dose mostly 75.3 µM), for inactives: at the top dose activity, negative = inhibition, most hits filed as inhibitors | 7.3% of 220,000 active | AID 1030, 2008; active = well fitted inhibition curve with a large enough effect, not every such curve was filed as active; inconclusive = small, poorly fitted or top-dose-only effect, or another doubt; inactive = no such curve, though single readings can be large or run the other way;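 also: plate controls were no enzyme wells and a reference inhibitor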
Target sequence (P00352 whole entry, looked up): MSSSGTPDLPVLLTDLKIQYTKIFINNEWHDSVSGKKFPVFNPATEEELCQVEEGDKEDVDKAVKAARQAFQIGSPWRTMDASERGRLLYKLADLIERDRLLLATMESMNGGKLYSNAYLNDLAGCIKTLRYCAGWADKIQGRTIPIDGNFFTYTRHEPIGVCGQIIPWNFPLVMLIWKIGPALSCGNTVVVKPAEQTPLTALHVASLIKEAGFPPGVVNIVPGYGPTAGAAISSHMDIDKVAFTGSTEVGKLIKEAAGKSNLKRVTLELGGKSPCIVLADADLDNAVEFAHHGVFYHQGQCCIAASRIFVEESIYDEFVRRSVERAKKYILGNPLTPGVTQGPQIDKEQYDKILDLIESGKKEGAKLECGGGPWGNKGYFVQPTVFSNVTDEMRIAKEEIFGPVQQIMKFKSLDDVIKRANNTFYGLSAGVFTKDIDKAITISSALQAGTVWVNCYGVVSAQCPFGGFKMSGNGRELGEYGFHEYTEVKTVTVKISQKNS
L3MBTL1 block: qHTS Assay for the Inhibitors of L3MBTL1; AlphaScreen L3MBTL1–H3K9me1 peptide binding; Potency, µM (doses to about 57.1 µM), inactives show top-dose activity, negative = inhibition, actives largely listed as inhibitors; 0.66% of 230,000 active; also: % is scaled to controls: 0 for no effect and ±100 for the full control effect; nearly all actives have a fitted effect of over 60% in size
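Displacement of a biotinylated histone H3(1-15) peptide monomethylated at Lys9 (75 nM) from L3MBTL1 (50 nM) was measured by AlphaScreen after a 30 min room-temperature compound incubation; cefsulodin titration served as intraplate control.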
RECQ1 inh: qHTS Assay for Inhibitors of RecQ-Like Dna Helicase 1 (RECQ1); 0.54% of 240,000 active; Potency, µM (doses to about 57.3 µM), without a hit: at the top dose activity, negative = inhibition, actives largely listed as inhibitors; RECQ1 DNA unwinding, red fluorescence kinetic read;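 also: plate controls were vehicle for no effect and no enzyme for full effect; nearly all actives have a fitted effect of over 30% in size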
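RECQ1T1 50 nM; forked duplex (20 bp + 30-nt ss tails) 200 nM, ATP 2 mM final; pH 8.0, 2 mM MgCl2, 2.5 ug/ml poly(dI-dC); 15 min compound preincubation; discontinuous kinetic read over 2 h at RT.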
KDM4E inh: qHTS Assay for Inhibitors of Human Jumonji Domain Containing 2E (JMJD2E); Lysine-specific demethylase 4E (Homo sapiens), B2RXH2; JMJD2E catalytic domain, FDH-coupled NADH fluorescence (FDH is formaldehyde dehydrogenase); Potency, µM (top dose mostly 57.1 µM), without a hit: at the top dose activity change, negative = inhibition, most hits filed as inhibitors; 1.6% of 230,000 active; active = well fitted inhibition curve with a large enough effect, not every such curve was filed as active; inconclusive = small, poorly fitted or top-dose-only effect, or another doubt; inactive = no such curve, though single readings can be large or run the other way;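 also: 0% = wells with enzyme and -100% = buffer wells without enzyme; nearly all actives have a fitted effect of over 50% in size; many of its hits are not listed in these tables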
Target sequence (B2RXH2 1-337 limits assumed): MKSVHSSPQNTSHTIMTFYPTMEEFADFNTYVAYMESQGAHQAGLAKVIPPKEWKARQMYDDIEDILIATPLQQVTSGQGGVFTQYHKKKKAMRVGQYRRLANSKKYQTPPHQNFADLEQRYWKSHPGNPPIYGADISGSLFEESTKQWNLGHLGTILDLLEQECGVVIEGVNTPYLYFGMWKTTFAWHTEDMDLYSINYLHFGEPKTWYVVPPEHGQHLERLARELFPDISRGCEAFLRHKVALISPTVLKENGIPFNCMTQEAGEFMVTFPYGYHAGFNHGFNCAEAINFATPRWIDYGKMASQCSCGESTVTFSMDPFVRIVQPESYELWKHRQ
LMNA splice mod: qHTS Assay for Modulators of Lamin A Splicing; HeLa LMNA splicing GFP/RFP minigene ratio, 48 h; Potency, µM (highest dose often 46.1 µM), for the others: at the highest dose ratio change, negative = inhibition, usual class: inhibitors; 0.01% of 200,000 active; AID 1487, 2009; active = well fitted inhibition curve with a large enough effect in the signal ratio, with a control signal flat, not every such curve was filed as active; inconclusive = small, poorly fitted or top-dose-only effect, or effect the other way, or a change in a side signal; the % refers to the signal ratio; also: % is scaled to controls: 0 for no effect and ±100 for the full control effect
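Read-out is the ratio of GFP to DsRed2 object intensity, acquired by 488 nm laser-scanning cytometry on HeLa lamin A-EGFP minigene reporter cells. Compound incubation 48 hrs at 37 °C in Opti-MEM with 2% FBS; DMSO 0.5% final.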
Tau ThT inhib: qHTS for Inhibitors of Tau Fibril Formation, Thioflavin T Binding; Microtubule-associated protein tau (Homo sapiens), P10636; recombinant tau K18 P301L, heparin-induced fibrillization, ThT fluorescence; Potency, µM (titrated, usually from 57.4 µM), for the others: top-dose activity, negative = inhibition, usual class: inhibitors; 2.1% of 270,000 active; also: % is scaled to controls: 0 for no effect and ±100 for the full control effect; nearly all actives have a fitted effect of over 55% in size
Target sequence (P10636 561-689 P618L limits assumed): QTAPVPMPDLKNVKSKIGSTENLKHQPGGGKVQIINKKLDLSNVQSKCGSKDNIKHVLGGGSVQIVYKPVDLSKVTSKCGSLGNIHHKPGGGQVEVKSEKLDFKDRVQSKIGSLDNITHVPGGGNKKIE
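ThT emission at 510 nm, taken 1 hr after adding 30 uM dye, quantifies aggregates formed when 20 uM heparin acts on human tau K18 P301L for 6 hr at 37 C.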
* marks the source's active call; other numbers are inactive results; i = inactive; ? = inconclusive; . = not tested or not shown; & = joins results of further samples; [ ] = dose if it differs, or a comment. Unless noted, calls follow the shape of the dose curve; as a rule, active = well fitted curve in the direction sought with a large enough effect; inconclusive = small, poorly fitted or top-dose-only effect, or another doubt; inactive = no such curve, though single readings can be large; an effect the other way counts as inactive or inconclusive. Potency is read from the fitted curve at half-maximal effect.

SMILES	SMN2 splice enh	Luc counter	ALDH1A1 inh	L3MBTL1 block	RECQ1 inh	KDM4E inh	LMNA splice mod	Tau ThT inhib
CCOc1cc2c(cc1OCC)C(c1ccc(OC)c(OC)c1)N(c1ccc(C(=O)O)cc1)C(=O)C2 (stereo unspecified)	12%	-2%	3%	-1%	i	-3%	1%[46 µM]	-1%
C[C@]12C[C@@](C)(C=C1/C=C/c1ccc(C(F)(F)F)cc1)C(=O)C[C@H]2c1ccc(C(F)(F)F)cc1	4%	0%	-8%	.	-8%	-2%	.	-3%
CCn1c(SCC(=O)NCc2ccccc2)nnc1-c1cccnc1	-11%	7%	10%	-3%	i	-4%	19%[46 µM]	1%
CCOC(OCC)P(=O)(O)CCCNCc1ccc(Cl)c(Cl)c1	-1%	4%	2%&7%	.	6%	-23%	.	3%&-8%
O=C(CCS(=O)(=O)c1cc(Br)cc2c1N(C(=O)C1CC1)CC2)NCC1CCCO1 (stereo unspecified)	0%	2%	11%	6%	-15%	-1%	-2%	1%
Cc1nc2ncnn2c(C)c1CCC(=O)NCCc1ccccc1	-1%	-6%	-2%	.	i	-5%	5%	1%
Cc1cc2cc(CNC(=O)c3cccc([N+](=O)[O-])c3)ccc2n1C	-8%	0%	?	-6%	-1%	-5%	?	-16%
CC(C)(C)c1ccc(-c2nnc(SCC(=O)NC3CCS(=O)(=O)C3)n2N)cc1 (stereo unspecified)	-58%	?	?	.	0%	-11%	3%[9.22 µM]	4%
N#Cc1c(Nc2ccc(F)cc2)sc(C(=O)c2ccc(F)cc2)c1N	-18%	-4%	22µM*	-9%	-18%	1%	6%	4%
COc1ccc(NC(=O)C2CCN(C(=O)c3ccccc3)CC2)cc1OC	-8%	-2%	-12%	-8%	1%	3%	4%	-3%
CCNc1nc(N)nc(Oc2ccc(OCC)nn2)n1	13%	7%	-6%	.	-1%	1%	-6%	-3%
Cc1noc(C)c1C(=O)N1CCC[C@@]2(CCN(Cc3ccc(C#N)cc3)C2)C1	-3%	-1%	4%	.	i	.	.	.
O=C(c1ccc(CNS(=O)(=O)c2cccc(C(F)(F)F)c2)cc1)N1CCOCC1	-20%	0%	?	20%	6%	7%	4%	12%
OCCN(Cc1ccccc1)Cc1ccccc1Cl	27%	2%	?	20%[11.4 µM]	-2%	?	14%	-4%
COc1ccc(C(=O)N/C(=C\c2ccc([N+](=O)[O-])cc2)C(=O)NC(CCSC)C(=O)O)cc1 (stereo unspecified)	-3%	2%	-11%	.	5%	-2%	.	-12%
Cc1cc(C(C)(C)C)oc1C(=O)N(CC(=O)NC1CCCC1)Cc1ccc(Cl)cc1	-19%	1%	8%	-1%	0%	9%	-6%	-21%
CS(=O)(=O)N1CCC2(CC1)CN(c1ncccn1)C2	-7%	-1%	?	.	-3%	.	.	.
O=C(Nc1ccc(N2CCN(C(=O)c3ccccc3)CC2)cc1)c1cc2ccccc2o1	-25%	5%	?	-1%	-1%	?	-3%	?
O=C(CSc1nc(-c2ccc(F)cc2)cs1)N1CCOCC1	62%	0%	?	.	1%	-2%	10%	0%
O=C(NCc1ccc2c(c1)OCO2)c1nn(-c2ccccc2)c(=O)c2ccccc12	15%	-5%	5.6µM*	.	3%	?	-15%	-15%
Cc1ccc(-n2ncc3c(NCc4ccccc4)ncnc32)cc1	.	.	?	0%	-1%	-12%	3%	-5%
Cc1ccc(CNC(=O)CCNC(=O)c2ccc(Br)o2)cc1	5%	4%	7%	.	i	6%	-5%	-11%
NC(=O)c1cc(-c2ccccc2)nc(Oc2ccccc2)n1	-4%	-1%	-11%	-6%	i	-7%	11%	-13%
O=C(CCN1C(=O)C2CCCCC2C1=O)NNC(=O)c1cccc(Cl)c1 (stereo unspecified)	7%	4%	-5%	29%	i	-4%	-9%	6%
O=C(Nc1ccc(Cl)cc1)NC1CCCCC1	11µM*	-2%	20%	9%	-4%	0%	-5%	-1%
CCOC(=O)c1c(C)n(C)c2ccc(OCCN(C)C)cc12	8%	-5%	4%	.	-9%	-6%	-3%	-15%
CC1CCC(NC(=O)C2c3ccccc3C(=O)N2Cc2cccs2)CC1 (stereo unspecified)	-5%	1%	?	-6%	7%	-4%	-16%	-8%
COC(=O)c1cc2c(s1)-c1ccccc1CC2	11%	0%	?	43%[activator]	-15%	?	-8%	-12%
OC1C2CN3CCN(C2)CC1(Cc1ccccc1)C3 (stereo unspecified)	19%	-1%	?	-3%	-1%	4%	-8%	-7%
CN1CCN(c2cc(C(F)(F)F)nc(-c3ccccn3)n2)CC1	?	-1%	?	.	0%	-7%	.	-4%
CCc1cc(-c2n[nH]c(=S)n2C(C)c2ccccc2)cs1 (stereo unspecified)	-14%	0%	0.56µM*	-13%	6%	7%	?	1%
COC(=O)c1ccc(CN2CCN(CC=C(C)C)C(CCO)C2)cc1 (stereo unspecified)	.	1%	20µM*	0%	-5%	-5%	20%[46 µM]	-3%
CC1(C)C([N+](=O)[O-])C(c2ccc(Cl)cc2)NC(c2ccc(Cl)cc2)C1[N+](=O)[O-] (stereo unspecified)	2%	2%	-24%	-10%	-21%	-7%	11%	6%
Cc1cc(C)c(S(=O)(=O)N2CCOC2CNC(=O)C(=O)NCCc2c[nH]c3ccccc23)c(C)c1 (stereo unspecified)	-39%[inhibitor]	1%	0%	-9%	i	-4%	?	?
N=C1C(c2nc(-c3ccc(Br)cc3)cs2)=C(O)CN1NC(=O)c1ccc([N+](=O)[O-])cc1	-1%	-1%	14%	3%	i	9%	-2%[46 µM]	-4%
CCC(=O)NC(=S)NNC(=O)c1ccc(NC(=O)c2ccccc2)cc1	.	.	?	.	1%	?	.	?
Cc1nnsc1C(=O)NNC(=O)Nc1ccccc1	16%	2%	3%	4%	-3%	14%	.	-3%
Cc1cc(C)c(C)c(S(=O)(=O)N[C@@H](C)C(=O)OCc2cc(=O)n3cc(Br)ccc3n2)c1C	9%	-2%	3%	13µM*	24%	?	.	-8%
COc1cccc(CNC(=O)CSCc2cnn(-c3ccccc3)c2-n2cccc2)c1OC	-6%	14%	?	.	-5%	-3%	-10%	?
Cc1cccc(NC(=O)c2ccccc2-c2ccccc2)c1	-4%	3%	-5%	?	-2%	3%	-4%[46 µM]	1%

Some of these compounds in order of formula weight, low to high:
SMILES	SMN2 splice enh	Luc counter	ALDH1A1 inh	L3MBTL1 block	RECQ1 inh	KDM4E inh	LMNA splice mod	Tau ThT inhib
COC(=O)c1cc2c(s1)-c1ccccc1CC2	11%	0%	?	43%[activator]	-15%	?	-8%	-12%
O=C(Nc1ccc(Cl)cc1)NC1CCCCC1	11µM*	-2%	20%	9%	-4%	0%	-5%	-1%
Cc1nnsc1C(=O)NNC(=O)Nc1ccccc1	16%	2%	3%	4%	-3%	14%	.	-3%
Cc1cccc(NC(=O)c2ccccc2-c2ccccc2)c1	-4%	3%	-5%	?	-2%	3%	-4%[46 µM]	1%
NC(=O)c1cc(-c2ccccc2)nc(Oc2ccccc2)n1	-4%	-1%	-11%	-6%	i	-7%	11%	-13%
Cc1ccc(-n2ncc3c(NCc4ccccc4)ncnc32)cc1	.	.	?	0%	-1%	-12%	3%	-5%
CN1CCN(c2cc(C(F)(F)F)nc(-c3ccccn3)n2)CC1	?	-1%	?	.	0%	-7%	.	-4%
Cc1ccc(CNC(=O)CCNC(=O)c2ccc(Br)o2)cc1	5%	4%	7%	.	i	6%	-5%	-11%
CC1CCC(NC(=O)C2c3ccccc3C(=O)N2Cc2cccs2)CC1 (stereo unspecified)	-5%	1%	?	-6%	7%	-4%	-16%	-8%
O=C(CCN1C(=O)C2CCCCC2C1=O)NNC(=O)c1cccc(Cl)c1 (stereo unspecified)	7%	4%	-5%	29%	i	-4%	-9%	6%
CC1(C)C([N+](=O)[O-])C(c2ccc(Cl)cc2)NC(c2ccc(Cl)cc2)C1[N+](=O)[O-] (stereo unspecified)	2%	2%	-24%	-10%	-21%	-7%	11%	6%

Carrying on:
SMILES	SMN2 splice enh	Luc counter	ALDH1A1 inh	L3MBTL1 block	RECQ1 inh	KDM4E inh	LMNA splice mod	Tau ThT inhib
CC1CCN(S(=O)(=O)c2ccc3c(c2)c(=O)c(C(=O)NCc2cccs2)cn3C)CC1	3%	0%	?	6%	6%	-1%	-6%	4%
Cc1nn(Cc2cccc(C(=O)NC3CCCCC3)c2)c(C)c1Cl	-13%	-1%	-5%	0%	-8%	5%	9%	-14%
Cc1ccc(-c2nc3ccccc3n2C)o1	11µM*	7.9µM*	?	.	-1%	?	?	?
CC(=O)n1cc([C@@H]2C=C(C(=O)N3CCN(Cc4ccc5c(c4)OCO5)CC3)O[C@H](OCc3ccc(CO)cc3)C2)c2ccccc21	.	.	25µM*	-27%	-6%	-21%	.	?

High-throughput results (PubChem)

An excerpt; rates above refer to the full screens.
